G9a inh: G9a (human) methyltransferase inhibition; Q96KQ7; G9a H3K9 monomethylation, AlphaScreen, 2 h; Potency, µM (titrated, usually from 102 µM), for inactives: at the top dose activity, negative = inhibition, most hits filed as inhibitors; 350,000 tested, 8.8% active; AID 504332; further: nearly all actives have a fitted effect of over 75% in size
Target sequence (Q96KQ7 913-1193 limits assumed): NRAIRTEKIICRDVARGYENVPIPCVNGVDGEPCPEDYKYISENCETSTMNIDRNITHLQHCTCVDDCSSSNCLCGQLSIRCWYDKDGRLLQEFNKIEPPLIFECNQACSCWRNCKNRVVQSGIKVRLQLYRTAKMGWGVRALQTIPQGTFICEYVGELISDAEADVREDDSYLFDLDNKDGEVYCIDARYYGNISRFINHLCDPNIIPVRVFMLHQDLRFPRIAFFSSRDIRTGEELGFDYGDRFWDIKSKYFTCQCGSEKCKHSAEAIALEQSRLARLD
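Quantitative HTS format: methyltransferase activity on a biotin-tagged H3K9 peptide is measured by AlphaScreen, using a rabbit anti-monomethyl-H3K9 antibody with streptavidin donor and anti-IgG acceptor beads. Final levels are 20 nM enzyme, 500 nM peptide, 20 uM SAM; 2 h RT.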
12-LOX inh: ALOX12 (human) lipoxygenase inhibition | P18054 | purified 12hLO, xylenol orange hydroperoxide absorbance | Potency, µM (titrated, usually from 108 µM), inactives show at the top dose activity change, negative = inhibition, usual class: inhibitors | 580,000 tested, 1.1% active | AID 1671190
Target sequence (P18054 whole entry, looked up): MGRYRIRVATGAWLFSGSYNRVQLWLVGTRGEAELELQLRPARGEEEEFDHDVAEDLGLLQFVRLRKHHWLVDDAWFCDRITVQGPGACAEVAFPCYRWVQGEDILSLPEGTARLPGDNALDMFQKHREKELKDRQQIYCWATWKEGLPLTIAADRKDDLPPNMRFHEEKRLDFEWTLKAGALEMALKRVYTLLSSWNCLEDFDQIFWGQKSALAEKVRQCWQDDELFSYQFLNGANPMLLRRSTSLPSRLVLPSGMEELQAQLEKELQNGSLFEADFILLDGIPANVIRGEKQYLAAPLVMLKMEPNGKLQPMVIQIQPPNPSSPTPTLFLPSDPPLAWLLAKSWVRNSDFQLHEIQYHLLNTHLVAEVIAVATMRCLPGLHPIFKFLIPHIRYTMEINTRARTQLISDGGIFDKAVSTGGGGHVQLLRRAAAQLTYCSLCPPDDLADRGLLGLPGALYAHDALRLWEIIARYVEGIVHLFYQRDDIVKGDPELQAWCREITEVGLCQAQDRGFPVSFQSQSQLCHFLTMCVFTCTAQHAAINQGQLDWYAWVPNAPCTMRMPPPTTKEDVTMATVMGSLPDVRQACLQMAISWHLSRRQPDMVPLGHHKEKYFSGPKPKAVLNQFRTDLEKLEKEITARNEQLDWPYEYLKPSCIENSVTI
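Purified human 12hLO (150 nM final) in 25 mM Hepes, 0.01% Triton X-100, pH 7.0 was preincubated 15 min at room temperature with compound. Then 40 uM arachidonic acid was added, 30 min. Hydroperoxide was read by Fe-XO absorbance ratio 573/405 nm.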
* marks the source's active call; other numbers are inactive results; u = inconclusive; [ ] = remark or other dose. The call rests on the fitted dose curve; in most records, active means well fitted curve in the direction sought with a large enough effect; inconclusive means small, poorly fitted or top-dose-only effect, or another doubt; inactive means no such curve, though single readings can be large; an effect the other way counts as inactive or inconclusive. On the % scale 0 is the no-effect control and ±100 the full control effect; potency means the concentration at half of the fitted maximal effect. Not all compounds are listed. The share of hits here may be higher or lower than overall.

SMILES | G9a inh | 12-LOX inh
COc1ccccc1CNc1ncncc1-c1ccccc1OC | -25%[0.501 µM] | u
CC/C=C\C/C=C\C/C=C\CCCCCCCCCCCC(=O)O | 5%[59 µM] | -1%[12.5 µM]
CC(C)CN1CCC2(CC1)CCN(C(=O)c1ccco1)CC2 | -28%[12.7 µM] | 0%[57.4 µM]
COC(=O)N1CCC2(CC1)CCN(c1ccncc1)CC2 | -1%[12.7 µM] | 0%[57.4 µM]
CC(=O)NCCNc1ncnc2ccc(-c3ccccc3Cl)cc12 | 2%[0.501 µM] | 32µM*
O=c1cnc2cncnc2n1Cc1ccc(F)cc1 | 11%[0.501 µM] | 23%
COCCn1c(=O)c(-c2ccc(F)cc2)nc2cnc(N3CCOCC3)nc21 | 6%[0.501 µM] | 0%
Cc1noc(C)c1-c1ccc2ncnc(NCc3cccnc3)c2c1 | -28%[0.501 µM] | u
COc1ccc(NC(=O)N2CCCC3(CCN(C(=O)c4cnccn4)CC3)C2)cc1 | -3%[12.7 µM] | -11%[57.4 µM]
O=C(c1ccco1)N1CCC2(CCCN(Cc3ccccc3)C2)CC1 | 4%[12.7 µM] | -2%[57.4 µM]
C=CCN1C(=O)/C(=C2/Sc3ccc(OC)cc3N2C)SC1=Nc1ccc(OC)cc1 | u | 4%
CS(=O)(=O)N1CCC2(CCN(C(=O)Nc3cccc(C#N)c3)CC2)CC1 | 1%[12.7 µM] | 17%[57.4 µM]
CCNc1ncc2nc(CCc3ccccc3)c(=O)n(C)c2n1 | -2%[12.7 µM] | 0%
O=c1c(-c2ccc(F)cc2)nc2cnc(N3CCOCC3)nc2n1C[C@H]1CCCO1 | 9%[12.7 µM] | 82%[activator]
CS(=O)(=O)N1CCC[C@@]2(CCN(Cc3nccs3)C2)C1 | -21%[12.7 µM] | 2%[57.4 µM]
CS(=O)(=O)Nc1cccc(-c2ccc3ncnc(N4CCNCC4)c3c2)c1 | 9%[0.501 µM] | -6%
c1ccc(C(c2ccccc2)N2CC3(CCNCC3)C2)cc1 | -2%[12.7 µM] | -18%[57.4 µM]
O=c1c(-c2ccc(Cl)cc2)nc2cncnc2n1Cc1ccccc1Cl | 8%[12.7 µM] | 0%
COc1ccccc1-c1nccc(NC2CCNCC2)n1 | -40%[0.501 µM] | u
CCNc1ncc2nc(-c3cn(C)c4ccccc34)c(=O)n(Cc3cccs3)c2n1 | 6%[0.501 µM] | u
CCNc1ncc2nc(-c3cn(C)c4ccccc34)c(=O)n(-c3ccc(OC)cc3)c2n1 | 7%[0.501 µM] | 0%
COc1ccc(NC(=O)N2CC3(CCN(S(=O)(=O)c4ccccc4)CC3)C2)cc1 | -5%[12.7 µM] | -8%[57.4 µM]
COc1cccc(-c2nccc(NCc3ccc(OC)cc3OC)n2)c1 | 5%[0.501 µM] | -19%
COc1ncc2ncc(=O)n(C3CC3)c2n1 | -18%[0.501 µM] | u
CN(Cc1ccco1)c1nc(-c2ccc3c(c2)OCO3)nc2ccccc12 | 0%[0.501 µM] | u

Single records, as listed above. Order of values: G9a inh	12-LOX inh
COc1ccccc1-c1nccc(NC2CCNCC2)n1 is listed with -40%[0.501 µM]	u
CC(C)CN1CCC2(CC1)CCN(C(=O)c1ccco1)CC2 is listed with -28%[12.7 µM]	0%[57.4 µM]

Next records follow:
SMILES | G9a inh | 12-LOX inh
COc1cccc(Cn2c(=O)c(-c3ccc(Cl)cc3)nc3cnc(N(C)C)nc32)c1 | 19%[12.7 µM] | -14%
C=CC(=O)c1ccc2ccccc2c1 | 1.3µM* | 18µM*
O=C(c1ccncc1)N1CCC2(CC1)CCN(c1ccncc1)CC2 | -1%[12.7 µM] | 0%[57.4 µM]
COc1ccc2[nH]cc(CCNc3cc(-c4ccccc4OC)ncn3)c2c1 | -8%[0.501 µM] | -3%
COCCNc1nc(-c2ccc(C(=O)N(C)C)cc2)nc2ccccc12 | -7%[0.501 µM] | u
COc1ccc(C(=O)N2CCC3(CCCN(c4ccccn4)C3)CC2)cc1 | 5%[12.7 µM] | -6%[57.4 µM]
COc1ccccc1CNc1cc(-c2cccc(C#N)c2)ncn1 | 16%[0.501 µM] | u
COC(=O)N1CCC[C@@]2(CCN(Cc3cc(C(F)(F)F)cc(C(F)(F)F)c3)C2)C1 | 4%[12.7 µM] | -4%[57.4 µM]
CC(C)CN1CC2(CCN(S(=O)(=O)c3ccccc3)CC2)C1 | -2%[12.7 µM] | 0%[57.4 µM]
CN(C)c1ncc2nc(-c3cccc(C#N)c3)c(=O)n(C[C@H]3CCCO3)c2n1 | 30%[0.501 µM] | 14%
O=C(c1cccc(F)c1)N1CCC2(CC1)CN(C(c1ccccc1)c1ccccc1)C2 | 6%[12.7 µM] | -26%[57.4 µM]
O=C(Nc1ccccc1)N1CC2(CCN(C(=O)c3cccc(F)c3)CC2)C1 | 8%[12.7 µM] | 1%[57.4 µM]
Cc1ccc(OCC(O)C(C)NC(C)C)c2c1CCC2 (centres undefined) | 35%[activator][12.7 µM] | 0%
CN1CC(O)C2=CC(=O)C(=O)C=C21 (centres undefined) | u | u
O=C(c1cnccn1)N1CCC[C@@]2(CCN(c3ccccc3)C2)C1 | 1%[12.7 µM] | u
O=C(c1ccncc1)N1CCC[C@@]2(CCN(c3ncccn3)C2)C1 | -2%[12.7 µM] | -4%[57.4 µM]
O=C(c1ccncc1)N1CCC2(CC1)CN(c1cccc(-c3ccccc3)c1)C2 | 29%[12.7 µM] | -25%[57.4 µM]
O=C(Nc1ccccc1)N1CCCC2(CCN(C(=O)c3cnccn3)CC2)C1 | 9%[12.7 µM] | 4%[57.4 µM]
COCCn1c(=O)c(-c2cccc(C#N)c2)nc2cnc(Oc3ccccc3)nc21 | -4%[0.501 µM] | 0%
COc1ccccc1CNc1cc(-c2ccoc2)ncn1 | 1%[0.501 µM] | u
COCCn1c(=O)c(-c2ccccc2)nc2cnc(N3CCOCC3)nc21 | -6%[0.501 µM] | 0%
Cc1noc(C)c1-c1cncnc1Nc1ccccc1 | -1%[0.501 µM] | u
O=C(c1cccc(F)c1)N1CCC2(CCCN(c3ccccn3)C2)CC1 | 3%[12.7 µM] | u
Cn1c(=O)c(-c2cc(F)cc(F)c2)nc2cnc(Oc3cccc(Cl)c3)nc21 | -27%[12.7 µM] | 0%
COCCn1c(=O)c(-c2ccccc2)nc2cnc(N3CCNCC3)nc21 | -6%[12.7 µM] | u

At a glance, some entries already given.
SMILES | G9a inh | 12-LOX inh
O=C(Nc1ccccc1)N1CC2(CCN(C(=O)c3cccc(F)c3)CC2)C1 | 8%[12.7 µM] | 1%[57.4 µM]
Cc1ccc(OCC(O)C(C)NC(C)C)c2c1CCC2 (centres undefined) | 35%[activator][12.7 µM] | 0%
CN1CC(O)C2=CC(=O)C(=O)C=C21 (centres undefined) | u | u
O=C(c1cnccn1)N1CCC[C@@]2(CCN(c3ccccc3)C2)C1 | 1%[12.7 µM] | u
O=C(c1ccncc1)N1CCC[C@@]2(CCN(c3ncccn3)C2)C1 | -2%[12.7 µM] | -4%[57.4 µM]
O=C(c1ccncc1)N1CCC2(CC1)CN(c1cccc(-c3ccccc3)c1)C2 | 29%[12.7 µM] | -25%[57.4 µM]
O=C(Nc1ccccc1)N1CCCC2(CCN(C(=O)c3cnccn3)CC2)C1 | 9%[12.7 µM] | 4%[57.4 µM]
COCCn1c(=O)c(-c2cccc(C#N)c2)nc2cnc(Oc3ccccc3)nc21 | -4%[0.501 µM] | 0%
COc1ccccc1CNc1cc(-c2ccoc2)ncn1 | 1%[0.501 µM] | u
COCCn1c(=O)c(-c2ccccc2)nc2cnc(N3CCOCC3)nc21 | -6%[0.501 µM] | 0%
Cc1noc(C)c1-c1cncnc1Nc1ccccc1 | -1%[0.501 µM] | u
O=C(c1cccc(F)c1)N1CCC2(CCCN(c3ccccn3)C2)CC1 | 3%[12.7 µM] | u
Cn1c(=O)c(-c2cc(F)cc(F)c2)nc2cnc(Oc3cccc(Cl)c3)nc21 | -27%[12.7 µM] | 0%
COCCn1c(=O)c(-c2ccccc2)nc2cnc(N3CCNCC3)nc21 | -6%[12.7 µM] | u

Next part.
SMILES | G9a inh | 12-LOX inh
CC(=O)OCOC(=O)CN(CC(=O)OCOC(C)=O)c1ccccc1OCCOc1ccccc1N(CC(=O)OCOC(C)=O)CC(=O)OCOC(C)=O | 2%[59 µM] | 11%[57.4 µM]
COc1ccc(NC(=O)N2CCC3(CC2)CCN(S(=O)(=O)c2ccccc2)CC3)cc1 | -2%[12.7 µM] | 2%[57.4 µM]
c1csc(CNc2ccnc(-c3ccc4c(c3)OCO4)n2)c1 | -4%[0.501 µM] | u
COc1ccccc1-c1cc(N(C)Cc2ccco2)ncn1 | 4%[0.501 µM] | -13%
COCC(=O)N1CCC2(CCN(Cc3ccccc3OC)CC2)CC1 | -3%[12.7 µM] | -1%[57.4 µM]
COc1cccc(Nc2ncc3nc(-c4cc(F)cc(F)c4)c(=O)n(C[C@H]4CCCO4)c3n2)c1 | 16%[0.501 µM] | -5%
O=C(c1csnn1)N1CCC2(CC1)CN(c1cccc(-c3ccccc3)c1)C2 | 6%[12.7 µM] | 2%[57.4 µM]
CN1CCN(c2ncc3ncc(=O)n(-c4ccccc4)c3n2)CC1 | 23%[0.501 µM] | 0%
COc1ncc2nc(CCc3ccccc3)c(=O)n(C3CC3)c2n1 | 5%[12.7 µM] | 0%
COc1cccc(Nc2ncc3nc(CCc4ccccc4)c(=O)n(CCC#N)c3n2)c1 | 12%[12.7 µM] | 0%
Cn1c(=O)c(-c2ccccc2)nc2cnc(Nc3ccccc3)nc21 | -1%[0.501 µM] | 6%
COc1ncc2ncc(=O)n(C[C@H]3CCCO3)c2n1 | -6%[0.501 µM] | u
O=C(Nc1cccc(F)c1)N1CC2(CCN(C(=O)c3ccco3)CC2)C1 | 1%[12.7 µM] | 8%[57.4 µM]
COc1cccc(-c2cc(NCCc3c[nH]c4ccc(OC)cc34)ncn2)c1 | -2%[0.501 µM] | u
CN(C)C(=O)c1ccc(-c2cncnc2-n2ccnc2)cc1 | 0%[0.501 µM] | u
Cc1ccccc1-c1ccc2ncnc(N3CCN(C)CC3)c2c1 | 5%[0.501 µM] | -7%
Cn1c(=O)c(-c2ccc(Cl)cc2)nc2cnc(OCc3ccccc3)nc21 | 8%[0.501 µM] | 0%
COc1ccc(-c2nc3cnc(N4CCNCC4)nc3n(C3CC3)c2=O)cc1 | -7%[12.7 µM] | 0%
c1ccc(Nc2cc(-c3ccoc3)ncn2)cc1 | -15%[0.501 µM] | u
COc1ccc(CNc2cc(-c3cccc(NS(C)(=O)=O)c3)ncn2)c(OC)c1 | 10%[0.501 µM] | u
Cn1c(=O)c(-c2cc(F)cc(F)c2)nc2cnc(N3CCOCC3)nc21 | 3%[0.501 µM] | 0%
COc1cccc(-c2cc(NCc3ccccc3OC)ncn2)c1 | 5%[0.501 µM] | -1%
N#CCCn1c(=O)c(-c2ccc(F)cc2)nc2cnc(N3CCNCC3)nc21 | 6%[0.501 µM] | 0%
COc1ccc(NC(=O)N2CC3(CCN(C(=O)c4cc(C(F)(F)F)cc(C(F)(F)F)c4)CC3)C2)cc1 | -3%[12.7 µM] | -15%[57.4 µM]
CCNc1ncc2nc(C)c(=O)n(C)c2n1 | 8%[0.501 µM] | -23%
The list goes on:
SMILES | G9a inh | 12-LOX inh
Cc1noc(C)c1C(=O)N1CCC2(CCCN(Cc3ccc(C#N)cc3)C2)CC1 | 5%[12.7 µM] | 5%[57.4 µM]
N#Cc1ccc(CN2CC3(CCN(C(=O)c4csnn4)CC3)C2)cc1 | 10%[12.7 µM] | 11%[57.4 µM]
N#Cc1cccc(NC(=O)N2CC[C@@]3(CCCN(S(=O)(=O)c4ccccc4)C3)C2)c1 | 34%[12.7 µM] | 11%[57.4 µM]
COC(=O)N1CCC[C@@]2(CCN(C(=O)Nc3ccccc3)C2)C1 | 1%[12.7 µM] | -3%[57.4 µM]
COc1ccccc1-c1cncnc1NCc1cnc(C)cn1 | 25%[0.501 µM] | u
COc1ccc2[nH]cc(CCNc3ncncc3-c3ccoc3)c2c1 | -7%[0.501 µM] | -9%
O=C(Nc1ccccc1)N1CCC2(CCNCC2)CC1 | -20%[12.7 µM] | -4%[57.4 µM]
Cn1cccc1C(=O)N1CCC2(CCCN(c3ccccn3)C2)CC1 | 3%[12.7 µM] | -8%[57.4 µM]
COc1ccccc1CCn1c(=O)c(-c2cccs2)nc2cncnc21 | 0%[0.501 µM] | 0%
COc1cccc(Nc2ncc3nc(C)c(=O)n(CCc4ccccc4)c3n2)c1 | 0%[0.501 µM] | u
CC(C)CN1CCCC2(CCN(C(=O)c3cnccn3)CC2)C1 | 7%[12.7 µM] | -17%[57.4 µM]
O=c1c(CCc2ccccc2)nc2cnc(N3CCOCC3)nc2n1-c1ccccc1 | 20%[0.501 µM] | 0%
Cn1c(=O)c(-c2cccs2)nc2cnc(N3CCOCC3)nc21 | 16%[0.501 µM] | 0%
N#Cc1ccccc1-c1ccc2ncnc(NC3CC3)c2c1 | 8%[0.501 µM] | -3%
CCNc1ncc2nc(-c3cc(F)cc(F)c3)c(=O)n(CCc3ccccc3)c2n1 | -27%[0.501 µM] | 11µM*
O=C(c1ccncc1)N1CCC[C@@]2(CCN(Cc3ccccc3)C2)C1 | 4%[12.7 µM] | -4%[57.4 µM]
CC1=C(\C=C/C(C)=C/C=C\C(C)=C\C(=O)O)C(C)(C)CCC1 | 10µM* | u
O=C(c1csnn1)N1CCC2(CC1)CCN(c1ncccn1)CC2 | -2%[12.7 µM] | u
Cn1cccc1C(=O)N1CCC2(CC1)CN(C(=O)Nc1ccccc1)C2 | -4%[12.7 µM] | u
